Source: PubChem
ERb coact inh: inhibitors of ERβ-SRC1 coactivator interaction, primary screen, biochemical, TR-FRET, ERβ LBD, SRC-1 peptide; TR-FRET ER-beta LBD / SRC1-Cy5 peptide binding; receptor agonist-loaded with 1 µM estradiol; inhibition, % at 25.6 µM; 1.3% of 86,000 active;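 active means compounds whose percent inhibition of the receptor-coactivator binding signal exceeds about 50% in the single-dose screen, limit read from the data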;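 further: 0% = receptor plus peptide wells without compound and 100% = peptide-only wells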
Smad3 FoxH1 inh: Smad3/FoxH1 peptide binding inhibitors, primary screen, biochemical, TR-FRET; AID 630, 2007; inhibition, % at 25 µM; TR-FRET Smad3/Dy647-FoxH1 peptide binding, europium anti-His; 0.29% of 88,000 active; Mothers against decapentaplegic homolog 3 (Homo sapiens), P84022;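 active means compounds that reduce the energy-transfer binding signal between the protein and its labelled peptide by more than half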;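 further: 0% = Smad3 plus labelled peptide maximal FRET and 100% = peptide-only background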
Target sequence (P84022 whole entry, looked up): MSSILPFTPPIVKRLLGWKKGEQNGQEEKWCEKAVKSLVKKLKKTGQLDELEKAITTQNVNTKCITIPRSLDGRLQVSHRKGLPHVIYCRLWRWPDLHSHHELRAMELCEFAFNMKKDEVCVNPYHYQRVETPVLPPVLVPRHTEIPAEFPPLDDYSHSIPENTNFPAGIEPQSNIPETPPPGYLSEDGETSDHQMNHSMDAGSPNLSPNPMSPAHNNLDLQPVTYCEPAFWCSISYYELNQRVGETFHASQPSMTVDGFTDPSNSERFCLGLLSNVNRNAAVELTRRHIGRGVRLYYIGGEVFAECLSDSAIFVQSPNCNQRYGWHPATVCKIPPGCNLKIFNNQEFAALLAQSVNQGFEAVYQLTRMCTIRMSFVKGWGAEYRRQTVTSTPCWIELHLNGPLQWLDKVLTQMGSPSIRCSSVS
Mac1 fbg enh: enhancers of CD11b/CD18 adhesion to fibrinogen, primary screen, K562 cells, luminescence; Integrin beta-2 (Homo sapiens) + Integrin alpha-M (Homo sapiens), P05107+P11215; ATPlite luminescence; activation, % at 10 µM; 0.07% of 93,000 active;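 active means 10 µM primary screen giving 50% or more activity, confirmed by 40% or more on retest at that dose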; further: strong numbers were not always called active
H69AR inhibit: proliferation blockers of H69AR lung cancer cells, primary screen, cell-based, human, 86K library. AID 598, 2007. 6% of 85,000 active. viability, % at 10 µM. H69AR lung tumor viability, ATP luminescence, 72 h; active compounds read low;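 active means viability at or below 40%; inactive means viability above 40%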;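 further: multidrug resistant small cell line overexpressing MRP-1 efflux transporter; 100% = mean luminescence of untreated control wells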
HUVEC inhibit: inhibitors of HUVEC proliferation, primary screen, cell-based, 384-well; CellTiter-Glo luminescence, 72 h; active compounds read low; viability, % at 10 µM (by protocol); 1.1% of 86,000 active; AID 648, 2007;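 active means viability at or below 30%; inactive means viability above 30%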;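 further: 100% = median luminescence of DMSO-only cell control wells on each plate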
ERa SRC1 inh: ERα–SRC-1 coactivator interaction inhibitors, primary screen, biochemical, TR-FRET, ERα LBD, estradiol-bound; inhibition, % at 25.6 µM; AID 629, 2007; Estrogen receptor (Homo sapiens), P03372; TR-FRET ER-alpha LBD / SRC-1 peptide; 1.7% of 86,000 active; in the data active means inhibition above about 50%;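 further: 0% = receptor plus peptide control and 100% = peptide only without receptor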
Target sequence (P03372 whole entry, looked up, the tested form may be a part): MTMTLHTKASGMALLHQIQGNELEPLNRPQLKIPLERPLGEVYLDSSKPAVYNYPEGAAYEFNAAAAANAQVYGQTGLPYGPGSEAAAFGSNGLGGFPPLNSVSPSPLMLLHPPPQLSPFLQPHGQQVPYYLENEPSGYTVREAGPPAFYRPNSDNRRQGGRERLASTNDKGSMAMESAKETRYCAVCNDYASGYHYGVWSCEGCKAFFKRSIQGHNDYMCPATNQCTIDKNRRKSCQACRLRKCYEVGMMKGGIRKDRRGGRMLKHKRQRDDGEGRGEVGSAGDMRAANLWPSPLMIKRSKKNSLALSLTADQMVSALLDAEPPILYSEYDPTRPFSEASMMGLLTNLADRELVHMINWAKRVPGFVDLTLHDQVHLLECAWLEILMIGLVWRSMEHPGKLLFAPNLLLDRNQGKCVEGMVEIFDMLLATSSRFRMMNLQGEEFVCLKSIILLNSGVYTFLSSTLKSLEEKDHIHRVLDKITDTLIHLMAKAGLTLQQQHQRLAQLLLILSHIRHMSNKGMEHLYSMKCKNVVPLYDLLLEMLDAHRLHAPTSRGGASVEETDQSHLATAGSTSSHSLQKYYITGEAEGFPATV
ERa SRC1 pot: enhancers of ERα–SRC-1 coactivator binding, primary screen, biochemical, TR-FRET, ERα LBD, low estradiol; Estrogen receptor (Homo sapiens), P03372; TR-FRET ERalpha-LBD/SRC-Cy5 coactivator binding, 2 h; 100 = basal binding, no effect; coactivator binding (% of control), % at 25.6 µM; 1.3% of 86,000 active; AID 639, 2007; in the data active means activity above about 200%;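 further: binding measured in presence of low estradiol as agonist stimulus; 0% = peptide alone without receptor and 100% = receptor with peptide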
Fibroblast inh: antiproliferative effect on LL 47 fibroblasts – human, LL 47 cells, CellTiter-Glo luminescence, primary screen. LL 47 human lung fibroblast viability, ATP luminescence; active compounds read low. viability, % at 10 µM. 1.1% of 85,000 active;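 active means viability at or below 50% in the single dose screen; inactive means viability above 50%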;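 further: compound exposure lasted 72 h before the ATP readout; 100% = median luminescence of untreated cell-only wells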
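Material: human lung fibroblast line LL 47, low passage; Evaluation: viability percentage against median untreated-cell control; Buffer or medium: 15% FBS in IMEM; Incubation: 72 h compound exposure at 37 °C after overnight plating; Dosing: 0.1% DMSO in all compound wells; Measured by: CellTiter-Glo luminescence.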
MT1-MMP txn act: MT1-MMP promoter reporter activation – cell-based, luciferase luminescence, primary screen | AID 750, 2007 | 0.16% of 86,000 active | HT1080 MT1-MMP promoter luciferase reporter, overnight; active compounds read high | activation factor at 10 µM;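 active means activation factor of at least 2 for MT1-MMP transcription at 10 µM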
The depositor's hits bear a star; . = no result given; [ ] = dose if it differs, or a comment. Only part of the results is shown; the hit share may differ from the screen's.

SMILES	ERb coact inh	Smad3 FoxH1 inh	Mac1 fbg enh	H69AR inhibit	HUVEC inhibit	ERa SRC1 inh	ERa SRC1 pot	Fibroblast inh	MT1-MMP txn act
Cc1c(NC(=O)c2ccc3ncccc3c2)c(=O)n(-c2ccccc2)n1C	-13	5	1	96	99	-5	104[fluorescence artefact?]	99	1.1
CC1CCCC(C)N1C(=O)CSc1nnc(-c2c[nH]c3ccccc23)o1 (centres undefined)	-19[fluorescence artefact?]	16	-8	83	80	-7	94[fluorescence artefact?]	89	1.1
COc1ccc(-c2noc(COc3ccc(Cl)c(C)c3)n2)cc1	8	2	8	99	102	0	99	109	1
Cc1cccc(C2Nc3ccccc3C(=O)N2CCc2ccccc2)n1 (centres undefined)	2	-4	-3	87	106	-1	120	100	1.3
COc1ccc(OCC(=O)N2CCN(C(=O)COc3ccccc3)CC2)cc1	-15	-9	1	88	103	17[fluorescence artefact?]	100	106	1.1
CC(C)NC(=O)c1ccc(CNC(=O)OCC(F)(F)F)cc1	5	15	-4	91	99	-4	101	106	1.1
COc1cccc(CN(C)CC(=O)NC(=O)NCc2ccco2)c1	39	-8	6	93	101	58*[fluorescence artefact?]	103[fluorescence artefact?]	107	1
O=c1nc2scc(-c3ccccc3)n2c2ccccc12	-2	5	-6	74	93	14[fluorescence artefact?]	108	95	1.1
CC(=O)NCCn1c(SCC(=O)NCc2ccco2)nc2ccccc2c1=O	5	-5	.	81	100	-3	101	106	1
CCc1nc2c3cnn(-c4cc(Cl)ccc4C)c3ncn2n1	5[fluorescence artefact?]	11	0	85	96	18	129	100	1.2
COc1cc(/C=c2\s/c(=C(/C#N)C(=O)N3CCCC3)n(-c3ccccc3)c2=O)ccc1O	19[fluorescence artefact?]	-2	8	10*	12*	59*	64	77	1.1
CCOc1ccc(NC(=O)c2cc3c(C)nc4ccccc4c3o2)cc1	1	-2	11	30*	74	4	72[fluorescence artefact?]	71	.
Cc1ccc(OCCCn2ccnc2)cc1C	-13	11	-4	92	102	-8	111	98	1.2
CCOC(=O)C1CCN(C(=O)c2cccc(Cl)c2)CC1	-33	4[fluorescence artefact?]	-4	95	106	-22	108[fluorescence artefact?]	100	1
Cc1ccc(NC2=NCCC2)cc1Cl	5	-1	.	104	93	-7	110	106	1
Cc1cccc(OCCCC(=O)N2CCCc3ccccc32)c1C	10	0	2	49	80	9	77[fluorescence artefact?]	94	1.2
COc1cccc(NC(=O)CCN2CCC(C(N)=O)CC2)c1	-8	7	-1	76	96	-8	130	107	1.3
O=C(O)Cc1ccc(NC(=O)C2CC=CCC2C(=O)O)cc1 (centres undefined)	-21	15	-1	97	110	-18	234*	96	1
CN(CC(=O)N1CCc2ccccc21)S(=O)(=O)c1cccc2cccnc12	-6[fluorescence artefact?]	-3	-3	87	101	3	108	102	1.1
O=C(CSC1=NC(=O)C(c2ccccc2)C(=O)N1)Nc1ccccc1Cl (centres undefined)	-8	9	-4	100	89	1	90	101	1.1
CCOC(=O)C1CCCN(C(=O)c2cn(C)c3ccc(S(=O)(=O)N(C)C)cc3c2=O)C1 (centres undefined)	-1	6	-1	93	101	-3	90	101	0.9
O=C(COC(=O)CCc1c[nH]c(=O)[nH]1)Nc1ccccc1	0	9	-6	101	95	-1	140	95	.
COc1ccc(N/C=C2/CCCCC2=O)cc1	2	10	2	76	89	-1	88	104	1.4
CCC(CC)C(=O)NCCc1cc2ccc(OC)cc2[nH]c1=O	-3	8	.	99	103	-2	107	104	1.3

Results in ERa SRC1 inh, ERa SRC1 pot and HUVEC inhibit, for 2 of the compounds above:
Structure	ERa SRC1 inh	ERa SRC1 pot	HUVEC inhibit
Cc1ccc(OCCCn2ccnc2)cc1C	-8	111	102
CCC(CC)C(=O)NCCc1cc2ccc(OC)cc2[nH]c1=O	-2	107	103

(continued)
SMILES	ERb coact inh	Smad3 FoxH1 inh	Mac1 fbg enh	H69AR inhibit	HUVEC inhibit	ERa SRC1 inh	ERa SRC1 pot	Fibroblast inh	MT1-MMP txn act
O=C(Nc1ccc(S(=O)(=O)N2CCc3ccccc32)cc1)c1ccco1	-3	-6[fluorescence artefact?]	2	78	94	3[fluorescence artefact?]	114	106	1
CCN(CC)S(=O)(=O)c1cc(C(=O)O)c(Cl)cc1Cl	-13	7	1	94	97	-5	107	97	1.1
Fc1ccc(-c2cc(C(F)(F)F)nc(-n3cncn3)n2)cc1	-4	3	2	93	120	10	116	109	1.1
CC(Oc1ccc(Cl)cc1Cl)c1nc(-c2ccc(NC(=O)c3ccco3)cc2)no1 (centres undefined)	41	5	0	69	88	41	95	105	1.3
COc1cc(OC)cc(-c2cc(N)n(S(=O)(=O)Cc3ccccc3)n2)c1	-1	12	-1	78	58	-5	100[fluorescence artefact?]	98	.
Cc1ccc(C)c(C(=O)C(C)OC(=O)c2cccn2C)c1 (centres undefined)	35	7	-3	99	96	5	79	93	1.1
CCCn1c(C(O)c2ccc3c(c2)OCO3)nc2ccccc21 (centres undefined)	10	3	-3	90	99	0	119	96	1.1
CN1C(=O)C(=C2CCCCCC2)SC1=S	-11	5	3	91	91	-6	103	94	1
O=C(OCC(=O)N1CCCCCC1)c1cccs1	6	5	-1	106	96	16	107	104	1.6
COc1ccc(F)c(C2C(C#N)=C(N)Oc3n[nH]c(C(C)(C)C)c32)c1 (centres undefined)	-13	2	-4	72	100	6	85	90	1.1
O=C(COC(=O)CCC(=O)Nc1nccs1)NCc1ccco1	3	0	0	96	99	3	98	104	1.1
COc1ccc(NC(=O)CCCNS(=O)(=O)c2cccs2)cc1	5[fluorescence artefact?]	-7	-2	77	90	2	108	99	1.1
FC(F)(F)c1cccc(N2CCN(Cc3ccoc3)CC2)c1	0	-3	-3	92	92	-7	44	100	1.2
CCC(C)(C)n1nnnc1C(c1ccc(C)cc1)N1CCN(C(=O)c2ccco2)CC1 (centres undefined)	-15	1	.	87	92	2	109	97	1.1
CSc1nc(N2CCOCC2)c2c(c1C#N)CCCCC2	5	6	1	107	80	0	103[fluorescence artefact?]	86	1
CCn1ncc(Br)c1C(=O)N(C)C12CC3CC(CC(C3)C1)C2	3	-4	-1	77	94	-4	99	93	1
O=C(O)CCCCCNS(=O)(=O)c1cccc2nsnc12	-3	15	0	88	98	-4	104[fluorescence artefact?]	99	1.1
COCc1nc2ccccc2n1Cc1cccc(C)c1	1	1	0	96	99	-4	110	92	1.2
Cc1ccc(C(c2nnnn2C2CCCCC2)N(C)C2CCCCC2)cc1 (centres undefined)	-1	18	-3	63	110	-2	98	88	1.1
CC(C)(C)NC(=O)Cn1nnc(-c2ccc(Cl)cc2)n1	25	3	-1	89	95	-1	115	95	1.3
O=C(CS(=O)(=O)Cc1ccccc1)NCC1CCCO1 (centres undefined)	-11	7	-4	98	98	-9	110	.	1
O=C(CSc1nnc(-c2cccnc2)n1-c1ccccc1)Nc1ccc2c(c1)OCO2	57*	9	5	35*	96	-6	115[fluorescence artefact?]	87	1.1
COc1ccc(-n2ncc3c(NCCCn4ccnc4)ncnc32)cc1	0[fluorescence artefact?]	4	.	88	99	-13	123	91	1.7
CC(C)COC(=O)c1ccc(NC(=O)C2C3CCC(C3)C2C(=O)O)cc1 (centres undefined)	-12	-1	0	108	93	0	78	98	1.8
Cc1cc(NC(=O)CCC(=O)N(c2ccccc2)C(C(=O)NC2CCCCC2)c2cccs2)no1 (centres undefined)	0	4	.	86	85	-3	81	91	1.1
CC1(C)CC(=O)C2=C(C1)NCN(CCCN1CCOCC1)C2	-4[fluorescence artefact?]	3	-1	98	101	1[fluorescence artefact?]	117	101	1.1
O=C(NCCO)c1scc2c1OCCO2	-2	-6	8	100	101	0	127	96	1.1
CCOc1ccccc1C1C(C#N)=C(N)SC(N)=C1C#N	0	11[fluorescence artefact?]	-5	75	101	2	94	99	1
CC(C)(C)n1nc2c(c1NC(=O)c1ccc(Br)cc1)CS(=O)C2 (centres undefined)	-15[fluorescence artefact?]	2	-3	103	108	-7	112	104	1.1
CCOC(=O)c1ccc(N2C(=O)C3CC=CCC3C2=O)cc1 (centres undefined)	3	6	-1	93	106	5	123	108	1.4
Cn1c(CCN2CCCCCC2)nc2cc(NC(=O)Nc3ccccc3)ccc21	26	5	3	9.2*	102	36[fluorescence artefact?]	40[fluorescence artefact?]	105	1.3
Cn1c(-c2sc(=S)n(-c3ccccc3)c2N)nc2ccccc21	-3	-7	.	78	78	-5	112	87	1.2
CC(C)(C)c1ccc(CN(Cc2ccco2)Cc2nnnn2C2CCCC2)cc1	-13	-11	.	80	77	-2	93	88	1
CCn1c(CC(=O)Nc2ccc(C)cc2)nnc1SCC(=O)NCCc1ccccc1	-7	4	.	101	103	-3	118	101	1.2
COc1cc(/C=N/NC(=O)Cn2nc([N+](=O)[O-])cc2C)cc(Br)c1OCc1ccccc1	8	7	-4	97	75	12	89	96	1.1
NC(=O)C(c1ccc(Cl)cc1)c1ccc(Sc2ccc(Cl)cc2)nn1 (centres undefined)	-3	3	-1	98	89	14	95	90	1.1

Of the compounds above, three have bromine.
SMILES	ERb coact inh	Smad3 FoxH1 inh	Mac1 fbg enh	H69AR inhibit	HUVEC inhibit	ERa SRC1 inh	ERa SRC1 pot	Fibroblast inh	MT1-MMP txn act
CCn1ncc(Br)c1C(=O)N(C)C12CC3CC(CC(C3)C1)C2	3	-4	-1	77	94	-4	99	93	1
CC(C)(C)n1nc2c(c1NC(=O)c1ccc(Br)cc1)CS(=O)C2 (centres undefined)	-15[fluorescence artefact?]	2	-3	103	108	-7	112	104	1.1
COc1cc(/C=N/NC(=O)Cn2nc([N+](=O)[O-])cc2C)cc(Br)c1OCc1ccccc1	8	7	-4	97	75	12	89	96	1.1

New compounds follow
SMILES	ERb coact inh	Smad3 FoxH1 inh	Mac1 fbg enh	H69AR inhibit	HUVEC inhibit	ERa SRC1 inh	ERa SRC1 pot	Fibroblast inh	MT1-MMP txn act
CCOc1ccc(NC(=O)CSc2nc(C)c3c(c2C#N)CCCC3)cc1	-6	0	0	95	81	-2	112	100	1.1
COc1ccc(C(=O)N2c3ccccc3CC2C)cc1OC (centres undefined)	5	5	-2	98	94	-8	93[fluorescence artefact?]	92	1.2
Cc1sc(NC(=O)CSc2ncn(-c3ccccc3)n2)nc1-c1ccccc1	-15	5	.	46	89	-22	112	99	0.9
Cc1cc(C(=O)Nc2ccccc2)c(C)o1	-11[fluorescence artefact?]	24	-6	103	95	10	105	103	1.4
c1ccc(CSc2ncnc3c2oc2ccccc23)cc1	12[fluorescence artefact?]	24[fluorescence artefact?]	.	83	90	26[fluorescence artefact?]	107[fluorescence artefact?]	90	1.2
O=C(O)c1cnc2ccccc2n1	13[fluorescence artefact?]	-4	-3	79	88	11	73[fluorescence artefact?]	89	1.2
CCOc1cc(C2C(C(=O)c3ccco3)=C(O)C(=O)N2CCc2ccccc2)ccc1O (centres undefined)	-9	-1	-2	111	100	-8	88	102	1
COC(=O)c1sc(S(=O)(=O)N2CCN(c3ccc(OC)cc3)CC2)c(C(=O)OC)c1C	-5	4	-4	62	91	-4	96	97	1.1
COc1cccc(-c2nnc(Nc3nc4c(F)cccc4s3)o2)c1	-21[fluorescence artefact?]	7	.	50	16*	-12	71	87	0.9
